# HePTP inhibitor = blocks human HePTP tyrosine phosphatase. inhibition, % at 20 µM. 110,000 compounds, 0.64% hits. P35236. recombinant HePTP phosphatase activity, OD absorbance; in the data active means inhibition above about 50%;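 further: plate controls were vehicle for no effect and reference inhibitor for full effect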
# Target sequence (P35236 whole entry, looked up): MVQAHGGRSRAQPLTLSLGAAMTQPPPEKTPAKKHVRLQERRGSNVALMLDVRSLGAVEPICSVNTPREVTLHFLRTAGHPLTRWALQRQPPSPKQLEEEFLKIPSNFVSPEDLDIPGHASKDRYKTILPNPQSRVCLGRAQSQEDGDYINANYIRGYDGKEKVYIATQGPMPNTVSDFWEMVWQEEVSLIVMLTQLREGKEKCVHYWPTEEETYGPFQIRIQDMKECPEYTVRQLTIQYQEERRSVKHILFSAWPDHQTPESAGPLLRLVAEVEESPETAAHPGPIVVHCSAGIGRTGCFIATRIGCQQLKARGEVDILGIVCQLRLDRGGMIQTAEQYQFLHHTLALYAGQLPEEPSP
# BAP1 block = blocks human BAP1 ubiquitin-AMC hydrolysis; recombinant BAP1, Ub-AMC hydrolysis fluorescence kinetic; stronger effect = lower value; activity remaining (% of control), % at 20 µM; 72,000 compounds, 0.48% hits; AID 436;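 active means activity remaining at or below 50% of control, provided the compound also passes the data quality filters; inactive means the rest, including low values that fail the filters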;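 further: 100% = DMSO wells rate and 0% = substrate alone blank rate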
# Target sequence (Q92560 whole entry, looked up): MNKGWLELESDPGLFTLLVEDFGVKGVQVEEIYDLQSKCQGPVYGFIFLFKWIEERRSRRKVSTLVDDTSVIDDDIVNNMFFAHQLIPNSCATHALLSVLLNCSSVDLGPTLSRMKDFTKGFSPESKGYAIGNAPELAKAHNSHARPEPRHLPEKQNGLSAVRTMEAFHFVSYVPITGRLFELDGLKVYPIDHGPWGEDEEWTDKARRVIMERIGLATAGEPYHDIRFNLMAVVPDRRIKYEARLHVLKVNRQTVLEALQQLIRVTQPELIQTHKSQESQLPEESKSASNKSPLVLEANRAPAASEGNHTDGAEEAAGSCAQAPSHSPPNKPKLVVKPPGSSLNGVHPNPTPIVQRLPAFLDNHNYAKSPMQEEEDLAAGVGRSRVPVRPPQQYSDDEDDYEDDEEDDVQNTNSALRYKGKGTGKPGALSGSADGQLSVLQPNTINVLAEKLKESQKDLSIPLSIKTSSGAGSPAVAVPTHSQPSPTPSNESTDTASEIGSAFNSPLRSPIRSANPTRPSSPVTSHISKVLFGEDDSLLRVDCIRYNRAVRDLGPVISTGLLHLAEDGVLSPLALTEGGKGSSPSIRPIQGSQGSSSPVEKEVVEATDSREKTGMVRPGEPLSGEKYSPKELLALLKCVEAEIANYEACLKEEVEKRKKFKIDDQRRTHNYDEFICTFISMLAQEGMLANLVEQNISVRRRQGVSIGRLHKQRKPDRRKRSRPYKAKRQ
# * marks the source's active call; other numbers are inactive results; x = not tested or not shown; & = joins results of further samples.
SMILES | HePTP inhibitor | BAP1 block
CCOC(=O)c1c(-c2ccccc2)csc1NC(=O)C1CCCN1S(=O)(=O)c1ccc(Cl)cc1 (stereo not drawn) | -7 | x
COC(=O)c1cc(Br)c(=O)n(CCc2ccc(F)cc2)c1 | 10 | 96
COc1ccc(NC(=O)C2Cc3ccccc3CN2C(=O)c2ccccc2)cn1 (stereo not drawn) | 13 | 107
O=C(c1ccc(N2CCCC2=O)cc1)N1CCCCCC1 | -10 | 100
CN1CCN(CCCCOc2ccc(Br)cc2)CC1 | 1 | x
O=C(NCC1CCCO1)c1c(O)c2ccccc2[nH]c1=O (stereo not drawn) | 3 | 49*
CCCC(=O)Nc1cc2nn(-c3ccc(C)cc3)nc2cc1C | 1 | 146
S=c1[nH]nc(-c2cccc(Br)c2)n1-c1ccccc1 | 8 | x
CCCCOC(=O)c1cccc(NC(=O)COc2ccc3c(C)cc(=O)oc3c2)c1 | 9 | x
COc1cc(NS(=O)(=O)c2ccc(N/C=C/C(=O)c3cccs3)cc2)nc(OC)n1 | 10 | x
CC(=O)CC(O)(c1ccccc1)C(F)(F)C(F)F (stereo not drawn) | -27 | x
CN(C)c1ccc(C(c2nnnn2CCOC(=O)Nc2ccc(Cl)cc2)N2CCOCC2)cc1 (stereo not drawn) | 2 | 108
COc1ccc(OC)c(NC(=O)c2c(NC(=O)c3ccco3)sc3c2CCC3)c1 | 6 | 85
COc1ccc(-n2c(Cc3cccn3C)nnc2SCC(=O)Nc2cccc(OC)c2)cc1 | -8 | 96
Cc1ccc(S(=O)(=O)NCCC(=O)NC(C)(C)C)cc1 | -4 | x
Cc1ccc(C(=O)Nc2nc3ccccc3s2)s1 | 3 | x
CCCCCCOc1ccc(NC(=O)c2cccs2)cc1 | x | 97
Cc1ccc(N2C(=O)c3ccc(C(=O)NCCN4CCOCC4)cc3C2=O)cc1 | 15 | 101
COc1ccc(N(CC(=O)Nc2ccc(Cl)cc2)S(C)(=O)=O)cc1 | 0 | x
N#C/C(=C(/O)CSc1nnc(Cc2cccs2)n1C1CCCCC1)c1nc2ccccc2[nH]1 | -2 | x
Cn1nccc1C(=O)NCCN1C(=O)OC(C)(C)C1(C)O (stereo not drawn) | -1 | 113
Cc1cccc(C)c1-n1c(C)cc(/C=N/NC(=O)CN2CCOCC2)c1C | 6 | x
COc1ccc(C2CC(=O)c3c(C)nc(N4CCN(c5ccccc5)CC4)nc3C2)cc1 (stereo not drawn) | 6 | 75
COc1ccc(C2CC(=O)C3=C(C2)Nc2ccccc2NC3c2ccc3c(c2)OCO3)cc1 (stereo not drawn) | -2 | x
Cc1nn(C(=O)c2ccc(Cl)cc2)c(C)c1Sc1ccc([N+](=O)[O-])cc1 | -13 | x
CCOc1ccc(N2C(=O)S/C(=C\c3ccccc3OC)C2=O)cc1 | 10 | x
Cc1cc(-c2ccc(/C=C3\Sc4ccccc4C3=O)o2)cc([N+](=O)[O-])c1C | 2 | x
Cc1ccc(SCC(=O)Nc2cccc(Br)c2)cc1 | -2 | x
NS(=O)(=O)c1cc(S(N)(=O)=O)c2cccc3c2c1NC3=O | x | 87
COCCN(C(=O)c1csnn1)C(C(=O)NC1CCCCC1)c1cccs1 (stereo not drawn) | 4 | 100
C=CCNC(=O)CCCOc1cc(C)ccc1C | -5 | 80
C(=C\c1ccccc1)/CSc1nnc(-c2cccs2)n1-c1ccccc1 | 0 | x
CCN1C(=O)/C(=C\c2ccc(-c3ccc([N+](=O)[O-])cc3Cl)o2)SC1=S | 4 | x
C=CCNc1oc(-c2ccc(OCC)cc2)nc1C#N | 4 | x
CC(=O)Nc1ccc2c(c1)C1C=CCC1C(c1ccccc1[N+](=O)[O-])N2 (stereo not drawn) | 14 | x
Cc1nn(-c2ccccc2)c2c1C(c1ccccc1)C(C#N)=C(N)O2 (stereo not drawn) | 5&2 | 104
CC1CCc2nn(CC(=O)NCCC3=CCCCC3)cc2C1 (stereo not drawn) | 2 | 81
O=S(=O)(NCc1ccc2c(c1)OCO2)c1cccc2cccnc12 | 2 | 147
O=C(c1ccco1)N1CCN(C(=O)c2cnn3cccnc23)CC1 | 8 | 114
CC1CCc2c(sc(NC(=O)c3cccs3)c2C(=O)N2CCOCC2)C1 (stereo not drawn) | x | 62
N/C(=C\C(=O)/C=C\c1ccccc1)C(Cl)(Cl)Cl | -1 | x
Cc1ccc(NC(=O)CCn2c(=O)oc3ccccc32)cc1 | -3 | 97
O=C(COC(=O)c1ccc2c(c1)OCO2)NC1CCS(=O)(=O)C1 (stereo not drawn) | 8 | 141
COc1ccc(C(=O)Nc2cccc(NC(=O)c3ccc(Cl)cc3Cl)c2)cc1 | 1 | x
c1cn2c(NC3CCCC3)c(-c3ccc(N4CCOCC4)cc3)nc2cn1 | 3 | 81
COc1ccc(Br)cc1S(=O)(=O)N1CCOCC1 | 12 | 95
Cc1ccc2nc(-c3ccc(N=Cc4ccc(Cl)c([N+](=O)[O-])c4)cc3)sc2c1 | -18 | x
COc1ccc(OCC(=O)Nc2ncc3c(n2)CC(C)(C)CC3=O)cc1 | 5 | 112
Cc1sc(NC(=O)c2cc3n(n2)C(C(F)(F)F)CC(c2cccs2)N3)c(C(=O)OC(C)C)c1C (stereo not drawn) | x | 76
CC1=C(c2ccc(C)cc2)S(=O)(=O)N(CC(=O)O)C1=O | 10 | 108
COc1c(Cl)cc(Cl)cc1C(=O)Nc1ccccc1N1CCN(C(C)=O)CC1 | 10 | 66
CCOC(=O)c1sc2nccc3c2c1N=CN3c1ccccc1 | 6 | x
CCOC(=O)N1CCN(C(=O)CCc2c(C)nc3nc(C)nn3c2C)CC1 | -3 | 97
Cc1c(NC(=O)c2ccc(F)cc2)c(=O)n(-c2ccccc2)n1C | 11 | 98&71
CCOc1ccccc1N(C)C(=O)C1CCN(S(=O)(=O)c2cccc3nonc23)CC1 | 6 | 86
CCOc1ccc(CN2CCN(S(=O)(=O)c3ccc(NC(C)=O)cc3)CC2)cc1OC | 0 | 109
Cc1cc(C=C2C(=O)c3ccccc3C2=O)c(C)n1-c1ccc(Cl)cc1 | 0 | x
Cn1c(-c2ccc3c(c2)OCO3)cnc1NCc1cccc(Cl)c1 | -1 | 76
COc1ccc(-c2cc(CCCC(=O)NCCc3cc(OC)ccc3OC)no2)cc1 | 0 | 117
Cc1ccc(C(=O)N/C(=C\c2ccc(-c3cc(Cl)ccc3Cl)o2)C(=O)NCc2cccnc2)cc1 | -3 | x

# Laid out differently: entries from further up.
> Cc1c(NC(=O)c2ccc(F)cc2)c(=O)n(-c2ccccc2)n1C
  HePTP inhibitor: 11
  BAP1 block: 98&71
> CCOc1ccccc1N(C)C(=O)C1CCN(S(=O)(=O)c2cccc3nonc23)CC1
  HePTP inhibitor: 6
  BAP1 block: 86
> CCOc1ccc(CN2CCN(S(=O)(=O)c3ccc(NC(C)=O)cc3)CC2)cc1OC
  HePTP inhibitor: 0
  BAP1 block: 109
> Cc1cc(C=C2C(=O)c3ccccc3C2=O)c(C)n1-c1ccc(Cl)cc1
  HePTP inhibitor: 0
  BAP1 block: x

# (listing goes on)
SMILES | HePTP inhibitor | BAP1 block
O=c1oc(-c2ccc(Cl)c(Cl)c2)nc2cc(Cl)ccc12 | 9 | x
CCc1ccc(C(=O)N2CCN(c3ccc([N+](=O)[O-])cc3)CC2)cc1 | 3 | x
CCCCOc1ccccc1C=C1C(=O)NC(=S)NC1=O | -1 | x
Cc1sc2ncnc(SCC(=O)c3cccs3)c2c1C | 5 | 86
Cc1oc2cc3c(C(=O)OCCN(C)C)c(C)oc3cc2c1C(=O)OCCN(C)C | 10 | 109
COc1ccc(-c2coc3cc(O)ccc3c2=O)cc1OC | 8 | 77
COc1nc2ccccc2c(=O)n1OCC(C)C | 5 | 51
O=C(O)c1cc(-c2ccco2)nc2ccccc12 | 9 | 695
Nc1ccccc1N=CC1=C(O)CNC1=O | 2 | x
COC(=O)COc1ccc2c(=O)c(Oc3ccc(C(C)(C)C)cc3)coc2c1 | 9 | x
NS(=O)(=O)c1ccc(NC(=O)c2ccccc2[N+](=O)[O-])cc1 | -17 | x
CC(NCCC(c1ccccc1)c1ccccc1)c1ccccc1 (stereo not drawn) | 16 | 151
Cc1nn(C)c(C)c1NC(=O)CSc1nc(-c2ccccc2F)nc2c1cnn2-c1ccccc1 | 7 | x
CS(=O)(=O)N(CC(=O)NC1CCCCC1)c1cccc(Cl)c1 | 15 | 85
O=C(CN1C(=O)c2ccccc2C1=O)Nc1cccc2cccnc12 | 4 | 95
CCS(=O)(=O)N1CCN(C2CCC(C)CC2)CC1 (stereo not drawn) | 6 | 109
COc1c(Cl)cc(C(=O)Nc2cccc(C)c2)cc1Cl | 0 | x
O=C(CN1C(=O)CCC1=O)Nc1nc(-c2cccs2)cs1 | 7 | 101
CCOc1ccc(C(=O)Nc2ccc(I)cc2Cl)cc1[N+](=O)[O-] | 4 | x
COc1ccccc1N(CC(=O)Nc1ccc(C(C)C)cc1)S(=O)(=O)c1ccccc1 | 3 | x
COc1ccc2c(c1OC)C(=O)N1C(C(=O)O)Cc3c([nH]c4ccccc34)C21 (stereo not drawn) | 10 | 61
O=C(O)c1cccc(S(=O)(=O)Nc2ccc3c(c2)OCO3)c1 | -1 | 92
O=c1cc(CO)oc(C(Nc2ccccn2)c2ccsc2)c1O (stereo not drawn) | 6 | 83
Cc1ccc2c(SCC(=O)NCc3ccco3)nc(-c3ccc(F)cc3)nc2c1 | -4 | 47*
Cc1[nH]c(=O)[nH]c(=O)c1S(=O)(=O)N1c2ccc(F)cc2CCC1C (stereo not drawn) | 0 | 101
O=C(CCN1C(=O)c2ccccc2C1=O)NC1CCCCCC1 | 1 | x
COc1cccc2cc(C(=O)OCC(=O)c3ccc([N+](=O)[O-])cc3)c(=O)oc12 | -1 | x
Cc1cccc(N2CCN(C(=O)C3CCN(c4nnc(-n5cccc5)s4)CC3)CC2C)c1 (stereo not drawn) | 2 | 72
CCOC(=O)c1c(NC(=O)c2ccc(Cl)cc2Cl)sc(C(=O)Nc2ccccc2C)c1C | 2 | x
Cc1ccc(S(=O)(=O)N2CCCC(C(=O)NCc3cccnc3)C2)cc1Cl (stereo not drawn) | 5 | 89
N#Cc1nc(COc2ccccc2)oc1N1CCC(Cc2ccccc2)CC1 | 1 | 79
Cc1ccc(P(=O)(c2ccc(C)cc2)C(C)(C)O)cc1 | -4 | x
COc1ccccc1CN1CC(C(=O)NC2CCCCC2)CC1=O (stereo not drawn) | -10 | 119
O=c1oc(/C=C\c2ccccc2)nc2ccc(Br)cc12 | 0 | x
COc1ccc(Cl)cc1NC(=O)N(C)Cc1c(C)nn(C)c1C | 6 | 66
O=C(c1oc(=O)c2ccccc2c1-c1ccccc1)N1CCC(O)CC1 | 8 | 103
CCN(CC)CCNC(=O)C1(c2ccccc2)CCOCC1 | 1 | x
Cc1ccc(C)c(NS(=O)(=O)c2ccc(OCC(=O)NCc3ccco3)cc2)c1 | 7 | 94
CCCC1(O)CC(c2ccccc2)NC(c2ccccc2)C1C (stereo not drawn) | -9 | x
Cc1cc(C(=O)NC(C)C2CCCO2)cs1 (stereo not drawn) | 0 | 132
COC(=O)c1c(C)nc2ccccc2c1C(=O)O | -2 | 102
COc1ccc(CCNC(=O)C(=O)NCCc2ccc(OC)c(OC)c2)cc1 | 5 | x
COc1ccc(N(C(=O)Nc2ccccc2Cl)C(CC(=O)C2CC2)c2ccccc2)cc1 (stereo not drawn) | -10 | x
O=C(NCCCO)/C(=C/c1ccc2c(c1)OCO2)NC(=O)c1ccc(Br)o1 | 9 | x
CCOc1ccccc1/C=N/NC(=O)c1ccccc1[N+](=O)[O-] | 8 | x
Cc1cccc(N(C(=O)CCC(=O)Nc2ccccn2)C(C(=O)NC(C)C)c2ccc(O)cc2)c1 (stereo not drawn) | 16 | 82
CC(=O)N1CCN(c2ccc(Cl)cc2[N+](=O)[O-])CC1C (stereo not drawn) | -17 | x
COc1ccc(C(=O)CC(Sc2ccccc2NC(C)=O)c2cccc(Br)c2)cc1 (stereo not drawn) | -7 | x
O=C(c1cnn2c(C(F)(F)F)cc(-c3cccs3)nc12)N1CCCc2ccccc21 | 7 | x
O=C(Cn1[nH]c(=O)c2ccccc2c1=O)N1CC=C(c2ccccc2)CC1 | 4 | x
CCOC(=O)c1ccc2[nH]c3c(c2c1)CCCC3O (stereo not drawn) | 8 | x
O=C(COc1cccc2cccnc12)NCC(F)(F)F | 6 | 113
O=C1NCCCC2c3cc(O)c4ccccc4c3OC12N1CCCCC1 (stereo not drawn) | 8 | 106
O=C(Cn1nnc(-c2ccccc2NC(=O)c2ccccc2F)n1)NCc1ccco1 | 3 | x
O=C(Nc1nnc(C2CCCO2)s1)c1cccs1 (stereo not drawn) | 2 | 51
C/C(N)=C(/C#N)C(=O)COC(=O)c1cc(S(=O)(=O)N2CCCCC2)ccc1C | 14 | 100
Cc1cccc2cc(CN(CC3CCCO3)C(=O)NC3CCCCC3)c(=O)[nH]c12 (stereo not drawn) | 5 | 90
CCOC(=O)CC(=O)Nc1c(C)cc(C)cc1C | 4 | 95
C=CCOc1nc2c(c(=O)n(C)c(=O)n2C)n1C | 0 | 92
CCOc1ccc(C(=O)Nc2cccc(-c3nc4ncccc4o3)c2C)cc1Cl | -6 | x

# Complete entries as entered above. Values in the order: HePTP inhibitor, BAP1 block
# CC(=O)N1CCN(c2ccc(Cl)cc2[N+](=O)[O-])CC1C (stereo not drawn) reads -17, x
# CCOC(=O)c1ccc2[nH]c3c(c2c1)CCCC3O (stereo not drawn) reads 8, x
# CCOC(=O)CC(=O)Nc1c(C)cc(C)cc1C reads 4, 95
# O=C(Cn1nnc(-c2ccccc2NC(=O)c2ccccc2F)n1)NCc1ccco1 reads 3, x

# Going on with the list:
SMILES | HePTP inhibitor | BAP1 block
COc1ccc(N(CC(=O)Nc2ccc(C)c(C)c2)S(C)(=O)=O)cc1Cl | 7 | x
Cc1ccc([N+](=O)[O-])cc1N1C(=O)C=CC1=O | 2 | x
Cc1ccc(NC(=O)CC2Nc3cc(C)c(C)cc3NC2=O)cc1 (stereo not drawn) | 3 | x
CC(=O)C(Sc1ccc(C)cc1)C(=O)c1ccccc1 (stereo not drawn) | 2 | x

# Compounds as they come; about 0.79% have a hit in one of these screens.
